# Screens (PubChem)
# KCNQ1 pot – potentiators or activators of human KCNQ1 potassium channel; CHO-K1 KCNQ1, thallium flux FluxOR fluorescence; hits give high values; B-score at 10 µM; 0.35% of 310,000 active;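 active = fluorescence ratio B-score, a plate-corrected score, at least three library SD, with initial intensity B-score within 5 SD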
#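 Medium – assay buffer, equal DMSO in all wells · Material – CHO-K1 cell line with stable KCNQ1 potassium channel expression · Signal – kinetic FluxOR thallium fluorescence, 10-s 1-Hz baseline, 110-s post-stimulus read · Compound – single concentration per compound, DMSO matched to controls · Schedule – 37 °C overnight plating, 90-min dark dye load, 20-min compound pretreatment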
# KCNK3 block – human KCNK3 channel inhibition, primary screen; O14649; B-score at 10 µM; 0.84% of 340,000 active; AID 602410; CHO-KCNK3 thallium flux, FluxOR fluorescence; hits give low values;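 active = B-score under library mean minus 4 SD, starting fluorescence ratio at most library mean plus 5 SD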;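 also: more negative B-score means stronger inhibition of thallium flux through KCNK3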
# hERG protect – shields human hERG channel from block by proarrhythmic agents | activation (rescue from dofetilide block), less the hit threshold, % at 10 µM | 0.51% of 310,000 active | CHO-hERG, FluxOR thallium flux, dofetilide IC70 present;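 active = activation above the mean of controls blocked by dofetilide plus 5 SD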;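 also: thallium influx through hERG after potassium depolarization seen as dye fluorescence rise; in these data hits start at about 4.7%; inactives centre near -7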
# Target sequence (Q12809 whole entry, looked up): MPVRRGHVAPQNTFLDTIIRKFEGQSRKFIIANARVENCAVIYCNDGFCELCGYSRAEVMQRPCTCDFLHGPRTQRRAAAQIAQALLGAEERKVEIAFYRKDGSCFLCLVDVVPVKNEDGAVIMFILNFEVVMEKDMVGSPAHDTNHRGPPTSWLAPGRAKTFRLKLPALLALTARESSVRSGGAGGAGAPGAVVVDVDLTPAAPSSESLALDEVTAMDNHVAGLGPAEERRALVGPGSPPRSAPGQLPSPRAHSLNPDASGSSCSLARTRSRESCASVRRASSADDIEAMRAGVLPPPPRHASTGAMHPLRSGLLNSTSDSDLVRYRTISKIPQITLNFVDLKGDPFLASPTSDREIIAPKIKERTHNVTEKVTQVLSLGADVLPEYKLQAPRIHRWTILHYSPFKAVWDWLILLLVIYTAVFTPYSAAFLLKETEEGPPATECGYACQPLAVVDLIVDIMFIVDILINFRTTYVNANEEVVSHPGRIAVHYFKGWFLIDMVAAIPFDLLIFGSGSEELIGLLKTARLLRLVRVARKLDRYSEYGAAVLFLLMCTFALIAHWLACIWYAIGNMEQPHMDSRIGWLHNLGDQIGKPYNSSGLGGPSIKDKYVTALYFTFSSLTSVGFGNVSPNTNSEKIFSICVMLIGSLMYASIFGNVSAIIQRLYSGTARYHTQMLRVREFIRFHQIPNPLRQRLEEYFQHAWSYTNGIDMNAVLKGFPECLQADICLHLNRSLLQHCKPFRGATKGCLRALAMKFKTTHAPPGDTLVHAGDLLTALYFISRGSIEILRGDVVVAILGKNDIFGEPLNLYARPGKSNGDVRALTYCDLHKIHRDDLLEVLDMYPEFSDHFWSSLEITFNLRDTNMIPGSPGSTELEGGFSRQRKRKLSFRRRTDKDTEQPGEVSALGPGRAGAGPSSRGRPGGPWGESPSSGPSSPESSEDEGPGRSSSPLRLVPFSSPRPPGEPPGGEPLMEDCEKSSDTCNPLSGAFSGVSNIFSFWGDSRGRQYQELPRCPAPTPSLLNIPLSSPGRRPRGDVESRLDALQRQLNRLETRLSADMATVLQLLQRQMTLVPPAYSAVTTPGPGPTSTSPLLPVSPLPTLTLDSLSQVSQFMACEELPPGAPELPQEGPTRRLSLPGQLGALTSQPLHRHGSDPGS
# ANO1 block – blocks the mouse calcium-activated chloride channel TMEM16A; Q8BHY3; HEK293 TMEM16A/YFP iodide influx fluorescence, ionomycin; normalized B-score (activity score, 25-100; higher = stronger inhibition) at 10 µM; 1.2% of 310,000 active; AID 588511;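 active = ratio plate-corrected score three or more library SD toward inhibition, starting fluorescence score within five deviations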;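 also: score derived from kinetic fluorescence span divided by baseline fluorescence per well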
# RGS4 pot – RGS4 potentiation or activation. HEK293 M3R/inducible RGS4, carbachol calcium flux Fluo4; hits give low values. B-score at 10 µM. 0.92% of 310,000 active. AID 463111;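 active = B-score of the integrated calcium signal more than 4 SD below the library mean, with starting fluorescence not abnormally high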;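 also: negative B-score means reduced calcium response which marks RGS4 activation or potentiation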
#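 System: HEK293 FlpIn-TREx cells, stable M3R, doxycycline-inducible RGS4. Timing: overnight RGS4 induction, 30 min dye load 37 °C, 20 min compound RT. Also added: carbachol, ECmax concentration. Measured by: Fluo4 fluorescence kinetic imaging of calcium. Evaluation: integrated calcium ratio converted to B score.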
# SKKanGAS inh – SKKanGAS growth inhibition; S. pyogenes SKKanGAS, kanamycin growth, BacTiter-Glo, 6 h; inhibition, % at 7.5 µM; 1.3% of 300,000 active;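 active = mean replicate score, as percent of positive control median, at least 50; inconclusive = mean below 50 but one replicate at or above 50; inactive = mean and every replicate below 50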;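 also: strain carries kanamycin resistance gene driven by streptokinase promoter and grows in 40 µg/ml kanamycin; loss of luminescence reflects streptokinase promoter inhibition or plain growth inhibition; 0% = median of DMSO wells and 100% = positive control at its reference dose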
# KCNK9 inh – blocks the human KCNK9 two-pore domain potassium channel; Q9NPC2; HEK293 KCNK9, FluxOR thallium flux fluorescence; hits give low values; B-score at 10 µM; 1.2% of 310,000 active; AID 488922;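 active = ratio B-score over 3 SD below the library mean, with starting fluorescence within 5 SD of its mean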;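 also: negative B-score means less thallium flux so channel inhibition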
# KCNQ1 block – human KCNQ1 channel inhibition; P51787; CHO-K1 KCNQ1, FluxOR thallium flux fluorescence; hits give high values; B-score at 10 µM; 1.3% of 310,000 active; AID 2642;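 active = compounds whose thallium flux B-score, printed positive for inhibition, exceeds three library SD while starting fluorescence stays within three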;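 also: channel opened by potassium depolarization with thallium stimulus after 20 min compound exposure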
# TMEM16A act – activates or potentiates the mouse TMEM16A chloride channel. Q8BHY3. HEK293 TMEM16A/YFP-H148Q/I152L, iodide quench fluorescence; hits give low values. B-score at 10 µM. 0.3% of 340,000 active. AID 623877;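 active = fluorescence-ratio B-score plate-corrected deviation score at least 3 library SD below zero, with starting fluorescence score within 5 deviations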;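 also: channel opened by trigger with iodide after compound preincubation; score built on the fluorescence ratio of max minus min over baseline; more negative score means more quench and so TMEM16A activation or potentiation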
# HDAC3 inhib – inhibitors of human histone deacetylase 3. O15379. 0.15% of 320,000 active. inhibition, % at 8.3 µM. AID 2718. recombinant HDAC3, fluorogenic peptide/trypsin coupled, fluorescence; in the data active = inhibition above about 26%, passing the limit was not always enough; inconclusive = no clear call, values can overlap the other calls
# RGS4 inh – inhibitors of human RGS4; 0.45% of 310,000 active; P49798; B-score at 10 µM; HEK293 M3R/RGS4 inducible, Fluo-4 calcium flux; hits give high values; triggered by carbachol at its EC20; AID 463165;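 active = B-score, a plate-corrected calcium signal, over three deviations above library mean, with baseline fluorescence within five deviations of library mean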;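 also: RGS4 expression induced by doxycycline in cells with stable M3 receptor; B-score is computed from the integrated fluorescence ratio over baseline after carbachol; higher B-score means a larger calcium signal and so more RGS4 inhibition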
# Starred values were filed as active, the others as inactive; i = inactive; ? = inconclusive; . = no result given.
SMILES,KCNQ1 pot,KCNK3 block,hERG protect,ANO1 block,RGS4 pot,SKKanGAS inh,KCNK9 inh,KCNQ1 block,TMEM16A act,HDAC3 inhib,RGS4 inh
CC(C)NC(=O)NS(=O)(=O)c1cnccc1NC1CC2CCC1C2 (stereo not given),i,i,-1.9,i,i,8.9,i,i,i,2.3,i
Cc1ccccc1Cn1c(O)c(N=NC(=S)Nc2ccccc2F)c2ccccc21,i,i,35.6*,i,i,?,i,i,i,-4.2,i
CCn1c(C)c(CS(=O)(=O)c2ccccc2)[nH]c1=O,i,i,-4.9,i,i,-1.2,i,i,i,-7.8,6.72*
COC(=O)c1cc(OC)c(OC)cc1NC(=S)N1CCCCC1,i,i,-5.3,i,i,.,i,i,i,4.8,i
Cc1ccc(C(=O)Nc2c(N)nc(SCC(=O)NCC3CCCO3)[nH]c2=O)cc1 (stereo not given),i,i,-2.8,i,i,-1.1,i,i,i,-6.8,i
CCC1CCCCN1C(=O)COc1cc(=O)n(C)c2ccccc12 (stereo not given),i,i,-13.8,i,i,0.8,i,i,i,-2.7,i
COc1ccc(NC(=O)C2CCN(S(=O)(=O)c3ccc(N4CCCC4=O)cc3)CC2)c(OC)c1,i,i,-2.8,i,i,-13.3,i,i,i,-0.6,i
CCC(C(=O)NCc1ccncc1)c1ccccc1 (stereo not given),i,i,-7.2,i,i,-1.2,i,i,i,5.6,i
Cc1nonc1C(=O)N/N=C/c1ccc([N+](=O)[O-])o1,i,i,-19.9,i,i,-5.3,i,i,i,1.7,i
COC(=O)CSc1nnc(SCc2ccc(Cl)cc2)s1,i,i,-10.8,i,i,3.3,i,i,i,9.5,i
Cc1cccc(CCNC(=O)C2CCC(=O)N2Cc2ccc(F)cc2)c1 (stereo not given),i,i,-7.6,i,i,0.3,i,i,i,4.0,i
COc1cc(C(=O)NC2CC3CCCC(C2)N3CC(=O)Nc2ccccc2)cc(OC)c1OC (stereo not given),i,i,-12.2,i,i,12.3,i,i,i,4.0,i
CN(C)S(=O)(=O)c1ccc(N2CCCC2)c(C(=O)NCCc2ccc(F)cc2)c1,i,i,-2.4,i,i,-1.3,i,i,i,-9.0,i
O=C1C(Cc2ccccc2)Nc2ncnc(N3CCc4ccccc4C3)c2N1Cc1ccc(Br)cc1 (stereo not given),i,.,-12.7,i,i,18.9,-7.73*,i,.,-2.7,i
O=C(O)c1ccc(CSCc2ccccc2F)o1,i,i,-8.8,i,i,0.3,i,i,i,1.6,i
O=C(NCCc1c[nH]c2ccccc12)c1cc(S(=O)(=O)N2CCCCC2)ccc1N1CCOCC1,i,i,-5.1,i,i,-11.3,i,i,i,4.0,i
Cc1cc(NC(=O)COC(=O)CCCOc2ccc(Cl)cc2C)no1,i,i,-7.8,i,i,6.0,i,i,i,-8.7,i
Cn1c(SCC(=O)NCc2ccco2)nc2ccccc2c1=O,i,i,-9.5,i,i,0.1,i,i,i,-0.3,i
Cc1cc(S(=O)(=O)N2CCCC2)ccc1OCC(=O)NCc1ccccn1,i,i,-5.3,i,i,1.6,i,i,i,-4.7,i
CN(C)/C=C(/C(=O)c1ccc(F)cc1)S(=O)(=O)c1ccc(F)cc1,i,i,-4.0,i,i,-1.5,i,i,i,-3.5,i
CCN(CC(=O)Nc1ccc(NC(C)=O)cc1)C(=O)c1cc(S(=O)(=O)N2CCCCCC2)ccc1OC,i,i,-16.1,i,i,-2.5,i,i,i,-1.3,i
O=C(Nc1ccc([N+](=O)[O-])cc1)c1cc(-c2ccccn2)nc2c(Cl)cccc12,i,i,-9.9,i,i,-7.6,i,i,i,-4.6,i
CC(C)Oc1ccccc1OCCN(C)C,i,i,-3.2,i,i,3.4,i,i,i,0.3,i
Cc1cc(NC(=O)Nc2ccc(Cl)cc2)n(C(C)(C)C)n1,i,i,-8.0,i,i,-1.9,i,i,i,11.8,i
CCCCNC(=S)N(C)/N=C/c1ccc(OCc2ccc(C(=O)OC)cc2)c(OC)c1,i,i,-2.5,i,i,17.7,i,i,i,3.7,i
Cc1[nH]c2ccccc2c1C(=O)CN1CCC2(CC1)OCCO2,i,i,-5.7,i,i,-1.6,i,i,i,-4.6,i
CCn1c(COc2ccc(C)cc2)nnc1SCC(=O)Nc1cc(OC)ccc1OC,i,i,-11.5,i,i,0.7,i,i,i,0.8,i
O=C(/C=C\Nc1ccccn1)c1ccccc1,i,i,-9.0,i,i,8.3,i,i,i,1.0,i
Cn1nccc1C(=O)Nn1cnnc1,i,i,-3.7,i,i,-1.6,i,i,i,-6.6,i
COc1ccc(C(=O)Nn2cnnc2)c(OC)c1,i,i,-9.7,i,i,-2.7,i,i,i,-8.0,i
COc1ccc(CN2CCN(CC(O)Cn3c4ccccc4c4ccccc43)CC2)cc1 (stereo not given),i,i,-25.1,i,i,1.0,i,i,i,-2.4,i
COc1ccc(C2=NOC(C(=O)NC(C)(C)C)C2)cc1 (stereo not given),i,i,-5.7,i,i,-6.5,i,i,i,.,i
Cc1ccccc1C(=O)NC1CC2CCCC(C1)N2Cc1ccc(Cl)cc1 (stereo not given),i,i,-6.1,i,i,0.8,i,i,i,-6.7,i
Cc1cc(NC(=O)CSc2ccc3nnc(-c4ccccc4)n3n2)no1,i,i,0.7,i,i,-12.9,i,i,i,12.9,i
Nc1nc(-c2ccccc2)c(-c2ccccc2)n1N,i,i,-3.3,i,i,-2.2,i,i,i,3.0,i
CCn1c(SCC(=O)Nc2ccc(OCc3ccccc3)cc2)nnc1-c1ccco1,i,i,-9.0,i,i,1.6,i,i,i,0.2,i
CCN1CCN(C(=O)CCc2nc3ccccc3c(=O)[nH]2)CC1,i,i,-4.8,i,i,2.9,i,i,i,-1.4,i
O=S(=O)(Nc1cccc(-c2cn3cccnc3n2)c1)c1ccc(-c2ccccc2)cc1,i,i,-13.2,i,i,33.9,i,i,i,-35.3,i
O=C(O)c1cnn2c1NC(c1ccc(F)cc1)CC2C(F)(F)F (stereo not given),i,i,-1.4,i,i,-2.6,i,i,i,7.0,i
COc1cccc(CN2CC(C(=O)NC3(c4ccccc4)CC3)CCC2=O)c1 (stereo not given),i,i,-13.7,i,i,10.4,i,i,i,-1.0,i
O=C(COC(=O)c1cccnc1Cl)NCC1CCCO1 (stereo not given),i,i,-7.7,i,i,-1.7,i,i,i,3.9,i
O=C(NCCN1CCOCC1)c1cc(-c2cccs2)nc2ccccc12,i,i,-5.7,i,i,-10.4,i,i,i,-3.6,i
C/C(=N\NC(=O)c1ccc(N/N=C(\C)c2ccc(O)cc2)cc1)c1ccc(O)cc1,i,i,-7.9,i,i,15.9,i,i,i,.,i
C=CCN1C(=O)c2ccc(C(=O)NCCOc3ccccc3F)cc2C1=O,i,i,-16.6,i,i,13.1,i,i,i,?,i
CCCCc1c(O)nc2sc3cc(OC)ccc3n2c1=O,i,i,-9.4,i,i,-0.1,i,i,i,3.2,i
COc1cccc(C(=O)Oc2ccc3ccc(=O)oc3c2)c1,i,i,-4.2,i,i,3.4,i,i,i,-6.8,i
Cc1ccc(-c2csc(-c3c[nH]c4ccccc34)n2)c(C)c1,i,i,-6.6,i,i,92.1*,i,i,i,1.8,i
COC(=O)c1cn(NC(=O)Cc2ccc(Cl)c(Cl)c2)c(=O)c2ccccc12,i,i,-3.9,i,i,-2.7,i,i,i,4.9,i
O=C(NNC1=NC2(CCCC2)Cc2ccccc21)c1ccncc1,i,i,-2.1,i,i,6.8,i,i,i,-2.5,i
CCN(Cc1ccccc1)C(=O)C1CCC(CNc2c(N3CCOCC3)c(=O)c2=O)CC1 (stereo not given),i,i,-12.4,i,i,4.6,i,i,i,3.3,i
C/C(=N\NC(=O)CCc1ccc(S(=O)(=O)N2CCOCC2)cc1)c1ccc(Br)cc1,i,i,-6.8,i,i,-7.1,i,i,i,-3.6,i
O=C(Cc1cccs1)Nc1nnc(SCc2cccc3ccccc23)s1,i,i,-4.6,i,i,8.2,i,i,i,-0.5,i
Cc1cccc(NC(=O)c2cc([N+](=O)[O-])ccc2N2CCN(C)CC2)c1,i,i,-12.0,i,i,-19.5,i,i,i,3.7,i
CCOC(=O)C(=O)/C(=C\N(C)C)c1onc(-c2ccccc2)c1C(=O)OC,i,i,-5.0,i,i,-3.6,i,i,i,-7.9,i
COc1ccc(S(=O)(=O)/N=C2/NC(=O)/C(=C\c3ccco3)S2)cc1,i,i,-5.2,i,i,4.3,i,i,i,?,i
Nc1ccccc1C(=O)NCc1ccc(F)cc1,i,i,-3.4,i,i,-0.2,i,i,i,-9.3,i
O=C(OCc1nnc(-c2ccccc2)o1)c1cccnc1Cl,i,i,-3.4,i,i,3.7,i,i,i,-3.2,i
O=C(O)COc1ccc(Br)cc1C(c1c(C(=O)O)[nH]c2ccccc12)c1c(C(=O)O)[nH]c2ccccc12,i,i,-6.6,i,i,-12.3,i,i,i,-3.9,i
O=C(CSc1nc(=O)n(CCCN2CCOCC2)c2c1CCCC2)Nc1cccc(Cl)c1,i,i,-20.0,i,i,-18.2,i,i,i,?,i
CC1(C)C(=O)OC(C(=O)c2ccc(Cl)cc2)C(C)(C)C1=O (stereo not given),i,i,-7.4,i,i,5.6,i,i,i,2.9,i

# Further entries:
SMILES,KCNQ1 pot,KCNK3 block,hERG protect,ANO1 block,RGS4 pot,SKKanGAS inh,KCNK9 inh,KCNQ1 block,TMEM16A act,HDAC3 inhib,RGS4 inh
CSc1nc2c(c(=O)n1C)SC(C)C2 (stereo not given),i,i,-2.9,i,i,-3.0,i,i,i,10.2,i
COc1ccccc1C(=O)NCCC(=O)Nc1nc2ccccc2[nH]1,i,i,-13.7,i,i,-15.5,i,i,i,-8.1,i
Cc1cc(C)n(-c2n[nH]c(C)c2[N+](=O)[O-])n1,i,i,-18.8,i,i,-19.9,i,i,i,2.2,i
CC(C)(C)NC(=O)COc1ccc(CNn2nnnc2N)cc1,i,i,-3.9,i,i,1.0,i,i,i,2.6,i
Cc1cc(C)n(CCNS(=O)(=O)c2ccc(Cl)cc2)n1,i,i,-9.5,i,i,-1.1,i,i,i,2.0,i
C=CCON/C(CCC)=C1\C(=O)CC(C)(C)CC1=NC,i,i,-6.0,i,i,-9.8,i,i,i,-1.9,i
NNC(=O)c1csc(-c2cccc(C(F)(F)F)c2)n1,i,i,-7.8,i,i,20.2,i,i,i,7.6,i
C=CCN(CC(O)c1cccc([N+](=O)[O-])c1)C(C)CCc1ccccc1 (stereo not given),i,i,-15.6,i,i,2.8,i,i,i,11.5,i
O=C(/C=C/c1cccs1)NC1CC1,i,i,-15.1,i,i,4.7,i,i,i,2.8,i
